Compound activity from PubChem BioAssay.
Coupling enz: inhibits coupling enzyme system, counter-screen for aldolase hits | coupling enzyme system counterscreen, AmpLite Red fluorescence | activity change, negative = inhibition, % at 58.2 µM, hits read low | actives 0.67% (n = 290,000) | AID 2472; in the data active = activity change below about -30%; also: % is scaled to controls: 0 for no effect and ±100 for the full control effect
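Activity here indicates interference with the coupling reaction, not aldolase inhibition. Compounds at 57.5 uM final met coupling enzymes for 10 min at RT; substrate and AmpLite Red detection followed, with a 525/598 nm fluorescence read after 20 min.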
BCR signal inh: inhibitors of chronic active B-cell receptor signaling; Potency, µM (series often up to 46.1 µM), without a hit: top-dose ratio change, negative = lower green/red ratio, usual class: inhibitors; ABC-DLBCL IkBa-CBG/CBR reporter, luminescence ratio, 4 h; actives 0.05% (n = 340,000); AID 493014; active = well fitted inhibition curve with a large enough effect in the signal ratio, with a control signal flat, not every such curve was filed as active; inconclusive = small, poorly fitted or top-dose-only effect, or effect the other way, or a change in a side signal; the % refers to the signal ratio;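 also: potency is read from the fitted curve at half-maximal effect; plate controls were basal doxycycline-induced cells for no effect and cells given 10 µM MG132 for full effect; MG132 reads +100%, hits lower the ratio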
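Concentration-response series (up to 46 uM) were applied to TMD8 dual-reporter cells for 4 h at 37C with doxycycline. Green/red ratio, after filter-overlap correction, defined %Activity; red signal alone was normalised to basal cells and zero luminescence.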
Giardia kill: Giardia lamblia killing; Giardia lamblia trophozoite viability; activity change, % at 7.66 µM, hits read low; actives 0.15% (n = 340,000); in the data active = activity change below about -80%; inconclusive = between about -30% and that limit;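 also: parasites exposed to compound for two days anaerobically before the ATP read; % is scaled to controls: 0 for no effect and ±100 for the full control effect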
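Compounds were tested on trophozoites seeded at 100 cells/well and held 48 hrs at 37 deg C anaerobically. An ATP-based luminescent kit measured the remaining live cells.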
Tb PFK block: inhibitors of T. brucei phosphofructokinase; T. brucei PFK, ADP-Glo luminescence; O15648; actives 0.17% (n = 330,000); Potency, µM (top dose mostly 57.5 µM), without a hit: at the top dose activity, negative = inhibition, usual class: inhibitors;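 also: potency is read from the fitted curve at half-maximal effect; 0% = uninhibited 1x PFK enzyme wells and -100% = no-enzyme wells; nearly all actives have a fitted effect of over 60% in size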
Target sequence (O15648 whole entry, looked up): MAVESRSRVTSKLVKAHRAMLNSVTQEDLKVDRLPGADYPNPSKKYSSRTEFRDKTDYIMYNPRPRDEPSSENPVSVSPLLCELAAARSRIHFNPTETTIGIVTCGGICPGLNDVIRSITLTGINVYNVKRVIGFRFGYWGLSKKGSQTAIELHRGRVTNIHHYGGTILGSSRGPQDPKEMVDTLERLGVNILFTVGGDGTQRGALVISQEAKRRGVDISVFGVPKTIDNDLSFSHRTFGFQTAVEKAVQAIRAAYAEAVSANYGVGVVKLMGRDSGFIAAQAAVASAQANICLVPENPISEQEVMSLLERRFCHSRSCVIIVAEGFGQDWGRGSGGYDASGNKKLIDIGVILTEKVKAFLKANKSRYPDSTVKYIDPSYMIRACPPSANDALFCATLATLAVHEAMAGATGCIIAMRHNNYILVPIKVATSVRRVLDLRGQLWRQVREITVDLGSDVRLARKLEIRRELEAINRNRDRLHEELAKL
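1.25 nM PFK with 0.5 mM F6P and 0.1 mM ATP in 0.1 M TEA pH 8.0, 5 mM MgCl2, incubated 45 min at room temperature; ADP measured by ADP-Glo luminescence; compounds titrated up to 57 uM.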
TCR act: activators of T cell receptors; Potency, µM (titrated, usually from 9.22 µM), for inactives: at the top dose activation of IL-2 secretion, hits mostly activators; primary human leukocytes, anti-CD3, IL-2 HTRF, 48 h; 330,000 tested, under 10 active; also: % of control where 0% means no effect
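1) Mix primary human leukocytes, a-CD3 beads and compound. 2) Incubate 48 hr. 3) Add HTRF IL-2 reagents (a-IL-2-K, a-IL-2-d2).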
GALK inh: galactokinase (human) inhibition; actives 0.007% (n = 270,000); Potency, µM (titrated, usually from 57.5 µM), without a hit: top-dose activity change, negative = inhibition, usual class: inhibitors; P51570; Purified GALK, Kinase-Glo residual ATP luminescence; also: potency is read from the fitted curve at half-maximal effect; % is scaled to controls: 0 for no effect and ±100 for the full control effect
Target sequence (P51570 whole entry, looked up): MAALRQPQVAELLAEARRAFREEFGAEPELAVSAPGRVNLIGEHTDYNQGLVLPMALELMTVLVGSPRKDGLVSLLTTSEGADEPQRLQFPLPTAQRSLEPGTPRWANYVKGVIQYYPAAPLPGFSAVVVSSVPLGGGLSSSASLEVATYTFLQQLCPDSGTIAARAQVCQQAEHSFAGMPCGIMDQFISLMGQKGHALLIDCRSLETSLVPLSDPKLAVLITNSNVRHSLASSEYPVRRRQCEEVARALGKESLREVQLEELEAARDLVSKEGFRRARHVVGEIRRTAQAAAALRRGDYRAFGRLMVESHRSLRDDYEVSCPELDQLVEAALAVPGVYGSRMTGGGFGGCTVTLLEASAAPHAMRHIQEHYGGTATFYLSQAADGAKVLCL
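Luminescence from leftover ATP (Ultra-Glo luciferase/luciferin) served as read-out after a 1 h room-temperature reaction of 5 nM GALK with 35 uM ATP and 100 uM galactose.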
hERG WT inh: KCNH2 (human, wildtype) channel inhibition; Q12809; AID 720551; activity change, % at 1.84 µM; actives 0.37% (n = 340,000); U2OS, BacMam KCNH2, thallium flux FluxOr; stronger effect = lower value;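 active = maximum activity change below -70%; inconclusive = maximum activity change between -70% and -50%; inactive = maximum activity change above -50%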; also: % is scaled to controls: 0 for no effect and ±100 for the full control effect
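U2OS cells were transduced with wild-type KCNH2 virus (2.03 x 10^8 / mL) for 4 h at room temperature, then cultured overnight at 37 C. Thallium flux was read with FluxOr dye. Rate constants were normalized to DMSO controls.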
MLL CXXC-DNA inh: MLL CXXC-DNA interaction inhibition | Q03164 | MLL-CXXC / FITC-HOXA9 DNA fluorescence polarization | Potency, µM (doses to about 115 µM), for inactives: top-dose activity change, negative = inhibition, most hits filed as inhibitors | actives 0.037% (n = 290,000); active = well fitted inhibition curve with a large enough effect in the polarisation, with a control signal flat, not every such curve was filed as active; inconclusive = small, poorly fitted or top-dose-only effect, or effect the other way, or a change in a side signal; inactive = no such curve, though single readings can be large or run the other way; the % refers to the polarisation; also: potency is read from the fitted curve at half-maximal effect
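Fluorescence polarization: 7 uM MLL-CXXC (stock) preincubated 5 min with compounds, then 50 nM fluorescein-HOX-A9 DNA (stock) added; 30 min ambient. Buffer 50 mM Tris-HCl pH 7.5, 50 mM NaCl, 1 mM DTT, 0.05% BSA.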
TSHR antag: blocks TSH signaling through the human TSH receptor | P16473 | TSHR-expressing cells, TSH-stimulated cAMP HTRF, 2 h; stronger effect = lower value | activity change, negative = inhibition, % at 11.5 µM | actives 0.2% (n = 330,000) | AID 504810;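 active = activity change below a set negative limit, meaning inhibition stronger than a set level, cut at about -70% in these data; inconclusive = activity change between two set negative limits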; also: % is scaled to controls: 0 for no effect and ±100 for the full control effect
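Read-out is FRET at 665 nm (cryptate excitation 337 nm) from a cryptate-tagged anti-cAMP antibody, competed by cell cAMP against cAMP-d2. Compounds are tested on freshly harvested TSHR cells challenged with 4nM TSH (EC80) for 2 hours at 37 deg C.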
AT treatment: potential ataxia-telangiectasia treatments restoring KAP-1 phosphorylation. […] A-T fibroblasts, KAP-1 phosphorylation AlphaLISA; neocarzinostatin DNA damage 30 min before lysis. Potency, µM (doses to about 57.5 µM), for inactives: at the highest dose activation, hits mostly activators. actives 0.19% (n = 320,000); also: potency is read from the fitted curve at half-maximal effect; % of control where 0% means no effect; nearly all actives have a fitted effect of over 45% in size
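hTERT-immortalized A-T patient fibroblasts ([…]), 500 cells/well in OPTI-MEM, 1% FBS, got compounds for 60 min, then NCS for 30 min at 37C. Lysates were then assayed for phospho-KAP-1 by AlphaLISA (anti-pKAP1 donor, anti-KAP1 acceptor beads), 6 hr at 25C.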
Starred values were filed as active, the others as inactive; i = inactive; ? = inconclusive; · = no result given; & = joins results of further samples; [ ] = remark or other dose. Unless noted, calls follow the shape of the dose curve; as a rule, active = well fitted curve in the direction sought with a large enough effect; inconclusive = small, poorly fitted or top-dose-only effect, or another doubt; inactive = no such curve, though single readings can be large; an effect the other way counts as inactive or inconclusive.

compound	TCR act	AT treatment	BCR signal inh	TSHR antag	Giardia kill	Tb PFK block	hERG WT inh	MLL CXXC-DNA inh	Coupling enz	GALK inh
C[C@H](CO)N1C[C@H](C)[C@@H](CN(C)C(=O)Nc2ccc(C(F)(F)F)cc2)Oc2ccc(NS(=O)(=O)c3cn(C)cn3)cc2C1=O	9.9%	2.5%	2.6%	0.4	-10.3	5.4%	2.1	·	·	·
CC1Cc2ccccc2N1c1ncnc(N)c1[N+](=O)[O-] (stereo not given)	-3.1%	-6.2%	?	-5.1	?	-5.8%	·	-13.8%	-2.4	1.8%
CC(=O)c1c(C)nc(-c2ccccc2)nc1NC(=O)C(C)C	-1.1%	·	?	3.7	-25.1	-1.0%	-2.8	-5.4%	1.4	-0.2%
O=C(Nc1ccccc1OC(F)(F)F)c1ccc([N+](=O)[O-])cc1	-2.3%	-0.1%	16.2%	0.0	14.5	-1.2%	3.8	17.5%	-0.4	0.2%
CCCCn1nc(C(=O)O)ccc1=O	·	1.2%	-1.2%	5.5	2.3	1.1%	-15.5	3.3%	3.1	1.6%
COc1ccc(C)cc1S(=O)(=O)N1CCN(C(=O)c2ncoc2-c2ccc(C)cc2)CC1	4.6%	-7.1%	0.0%	0.6	6.5	0.2%	-5.3	4.6%	3.7	8.8%
C=CCc1c(OC(C)=O)c2ccccc2n(C)c1=O	0.3%[46.1 µM]	-3.5%	-3.3%	-5.9	-4.5	-0.6%	6.0	?	5.1	0.4%
CC(=O)Nc1ccc(S(=O)(=O)NC(CC(=O)NCCc2ccccc2)C(C)C)cc1 (stereo not given)	·	5.5%	8.2%	-4.3	-8.7	-1.3%	-25.9	-11.6%	-0.7	-3.1%
C#CCOCCOCCOCCNc1nc(N2CCN(C(=O)[C@H](CCCN=C(N)N)n3cc(C(N)[C@H](C)CC)nn3)CC2)nc(N2CCN(C(=O)[C@H](CC(N)=O)n3cc(C(N)[C@@H](C)CC)nn3)CC2)n1 (stereo not given in full)	10.6%	22.8%	2.0%	-19.7	7.9	0.0%	26.4	·	·	·
Cc1ccc(C(=O)CSc2ncn[nH]2)cc1	-1.0%	-9.2%	1.6%	0.5	10.2	?	-4.4	-6.4%	0.8	0.5%
COc1cc(O)c(C(CCN2CCN(c3ccccc3)CC2)c2ccc3c(c2)OCO3)c(OC)c1 (stereo not given)	3.3%	-18.9%	-1.9%	8.4	-13.6&9.9	-5.7%	?	-1.8%	-5.9&-7.6	2.6%
Cc1oc(-c2cccc(Cl)c2)nc1CSc1nc2c(c(=O)[nH]1)CCC2	-4.2%	15.0%	1.4%	16.0	-6.6	-2.2%	-1.2	10.2%	0.6	·
CCCCOc1ccc(C(=O)NC(=S)Nc2ccc(CN3CCOCC3)cc2)cc1	0.4%[46.1 µM]	1.3%	1.9%	-3.0	-7.1	-2.7%	-18.5	5.8%	-1.4	·
CNC(=O)c1c(NC(=O)c2nc3ccccc3s2)sc2c1CCC2	·	-1.3%	?	-5.0	·	-6.3%	·	3.2%	-4.5	3.8%
Cc1c(-c2cc(C(=O)O)c3ccccc3n2)cnn1C	5.0%	-7.8%	0.3%	0.4	4.5	6.9%	-1.0	25.7%	0.5	0.2%
Cc1ccc(-n2c(Cl)c(Cl)[nH]c(=O)c2=O)cc1	8.7%[46.1 µM]	-5.0%	-0.2%	9.7	8.1	0.5%	0.9	2.7%	2.0	2.7%
O=C(CCCCCBr)N1CCC(CC2CC(c3ccc(Cl)cc3)=NO2)(C(=O)NCC2CCCCC2)CC1 (stereo not given)	-1.6%	7.9%	9.6%	-2.6	-20.5	3.4%	-95.4*	-3.9%	1.6	·
O=C(COc1ccc(NC(=O)c2ccccc2)cc1)c1ccccc1	1.0%	4.5%	-0.4%	4.7	-20.7	-6.0%	-13.2	?	1.0	1.3%
COc1cc(CN2CCNC(=O)C2CC(=O)N2CCCO2)cc(OC)c1 (stereo not given)	6.9%	-2.3%	-22.1%	-19.7	-29.6	1.3%	-4.4	0.5%	-2.9	0.8%
O=C(Nc1nnc(-c2ccc(F)cc2)s1)c1ccco1	3.9%	7.7%	·	-7.4	-18.5	-0.1%	-2.1	-0.1%	0.4	-1.9%
C/C(N)=C(/C#N)C(=O)CSc1nc2ccc(C)cc2[nH]1	-1.0%	0.8%	?	28.6	14.9	-1.2%	0.1	35.1%[activator]	0.0	-0.9%
Cc1oc(-c2ccccc2Cl)nc1CS(=O)(=O)CC(=O)NC1CCCC1	-0.3%	-9.8%	0.2%	0.8	-20.8	3.9%	-3.5	·	2.6	·
O=C(NCCOc1ccccc1F)Nc1ccc(Br)cc1	4.3%	2.1%	?	-9.6	7.6	-8.2%	-19.1	9.4%	-0.1	8.3%
CC(=O)c1cc2c(cc1NC(=O)CN1CCCCCCC1)OCO2	·	9.6%	0.7%	-5.5	7.2	-3.3%	-1.5	5.3%	-0.2	-2.6%
O=c1[nH]c(=O)c2nc3ccccc3nc2[nH]1	-8.0%	-5.2%	?	-10.9&-10.7	-26.0	2.1%	·	-3.3%	·	·
COc1ccc(-c2cc(-c3ccccc3)nc(-c3ccc4c(c3)NC(=O)CO4)c2)cc1	2.4%	2.8%	-4.1%	15.2	-26.3	2.2%	1.8	46.8%[activator]	-1.7	0.0%
Cc1cnc(NC2=NCCC2)s1	-0.1%	4.9%	1.3%	-3.4	-4.5	-2.3%	-4.4	20.3%	0.4	1.4%
Clc1ccc(NCc2nnc3n2CCCCC3)cc1	3.5%	-4.3%	?	-4.1	3.8	-11.3%	-3.2	0.4%	1.6	-5.1%
Cc1cccc(C)c1NC(=O)CCCCCC1NC(=O)NC1C (stereo not given)	2.5%	-2.2%	9.3%	8.4	4.3	1.5%	2.5	4.3%	3.5	0.0%
COC(=O)c1ccc(NC(=O)c2snnc2-c2ccccc2)cc1	4.7%	-3.1%	-18.0%	22.2	0.6	0.5%	-0.3	-8.1%	0.5	0.5%
COc1ccc(C(=O)CSc2ccc3nnc(-c4cccnc4)n3n2)cc1	-5.6%	1.4%	1.7%	10.5	-10.4	-8.5%	i	6.6%	0.7	-2.2%
COc1ccc(/C=C/C(=O)NCCc2nc3ccccc3[nH]2)cc1	0.7%	0.4%	1.1%	-0.9	12.1	5.9%	8.4	-7.5%	-5.3	-3.7%
C=CCn1c(SCC(=O)C(C)(C)C)nnc1-c1cccs1	-8.1%	13.0%	0.9%	2.5	2.9	-1.2%	-11.0	-28.7%	3.0	3.3%
CC(=O)C1=NOC(CNC(=O)c2c(-c3ccccc3Cl)noc2C)C1 (stereo not given)	2.8%	13.9%	5.3%	-5.8	16.7	-0.6%	4.1	7.4%	2.0	-0.3%
O=c1c(Br)c(N2CCOCC2)cnn1-c1ccccc1	-8.1%	-1.9%	-1.2%	-4.0	-29.0	-0.4%	-10.0	4.4%	2.9	0.0%
O=C(CSc1nc(=O)n(CCCN2CCOCC2)c2c1CCCC2)Nc1ccc(F)cc1	·	4.1%	?	-7.1	7.0	-1.5%	-2.0	·	·	·
Cc1ccc(CNC(=O)COC(=O)c2cnc(C)cn2)cc1	3.1%	8.8%	-2.4%	4.6	15.1	-3.7%	-1.2	-8.2%	-1.9	4.6%
COc1ccc(S(=O)(=O)N2CCCC(C(=O)NCC3CCCO3)C2)cc1OC (stereo not given)	0.2%	13.0%	0.0%	-3.0	-5.0	-3.1%	-1.4	1.7%	-0.1	0.4%
Cc1ccc(C)c(S(=O)(=O)N2CCN(C(=O)[C@@H]3CCCN3C(=O)c3cccs3)CC2)c1	7.3%	-0.3%	-0.5%	-33.6	-4.2	1.1%	-4.8	·	·	·
O=C(COC(=O)c1ccc(S(=O)(=O)NCc2ccco2)cc1)Nc1ccc(OC(F)F)cc1	0.8%	0.6%	?	-1.9	-2.4	-5.8%	17.1	13.2%	2.0	-0.6%

Complete entries, looked up by structure. Order of screens: TCR act | AT treatment | BCR signal inh | TSHR antag | Giardia kill | Tb PFK block | hERG WT inh | MLL CXXC-DNA inh | Coupling enz | GALK inh
Shown for O=C(CSc1nc(=O)n(CCCN2CCOCC2)c2c1CCCC2)Nc1ccc(F)cc1 = · | 4.1% | ? | -7.1 | 7.0 | -1.5% | -2.0 | · | · | ·
Shown for COc1ccc(S(=O)(=O)N2CCCC(C(=O)NCC3CCCO3)C2)cc1OC (stereo not given) = 0.2% | 13.0% | 0.0% | -3.0 | -5.0 | -3.1% | -1.4 | 1.7% | -0.1 | 0.4%
